PKA-R2B activ: activates the human PKA-R2B holoenzyme complex | activation, % at 11.4 µM | AID 504700 | P22694+P31323 | PKA-R2B holoenzyme dissociation, Cy5-IP20 fluorescence polarization; R2B truncated from residue 108, S112A mutant; 0% DMSO only, 100% 113 µM cGMP | 340,000 compounds, 0.079% hits;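 active = activation above a cutoff set at the mean over all compounds plus 3 SD, cut at about 18% in these data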;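 note: higher means more holoenzyme dissociation and a rise in polarization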
Target sequence (P31323 whole entry, looked up, other chains not shown, the tested form may be a part): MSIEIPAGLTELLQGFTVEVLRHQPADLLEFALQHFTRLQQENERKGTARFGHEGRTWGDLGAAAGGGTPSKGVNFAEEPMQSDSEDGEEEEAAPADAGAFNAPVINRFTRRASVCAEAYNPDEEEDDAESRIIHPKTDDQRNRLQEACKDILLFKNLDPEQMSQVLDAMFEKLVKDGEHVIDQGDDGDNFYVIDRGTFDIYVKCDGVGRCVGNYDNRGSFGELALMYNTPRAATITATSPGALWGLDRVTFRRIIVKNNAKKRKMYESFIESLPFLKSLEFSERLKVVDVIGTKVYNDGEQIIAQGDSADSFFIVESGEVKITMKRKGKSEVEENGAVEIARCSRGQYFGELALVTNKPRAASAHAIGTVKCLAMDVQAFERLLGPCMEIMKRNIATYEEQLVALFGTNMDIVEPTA
NSD2 inh: inhibitors of human histone methyltransferase NSD2; 310,000 compounds, 0.54% hits; NSD2 peptide methylation, AlphaScreen, 120 min; O96028; inhibition, % at 12.5 µM; in the data active = inhibition above about 50%
SUMO Mot1 rescue: inhibitors of SUMOylation pathway: yeast Mot1-301 growth rescue; growth rescue, % at 18.8 µM; AID 2716; 320,000 compounds, 1% hits; S. cerevisiae Mot1-301 growth rescue, ATP luminescence, 38.5C; percent above DMSO median, 100 means doubled;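 active = every valid replicate shows activation above 250% relative to neutral control wells; inactive = the rest, any valid replicate at or below 250%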;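 note: OY570 slx delta 5 strain wells were the positive control but not used for scaling; some compounds called inactive have numbers as strong as hits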
Arrestin-AP2 inh: human beta-arrestin and AP2 interaction inhibition | inhibition, % at 10 µM | 340,000 compounds, 0.31% hits | FITC-arrestin peptide / GST-AP2 beads, flow cytometry; AP2 beta2 appendage carries R879A mutation;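 active = inhibition above a set limit, near 3 SD of compounds lacking own fluorescence, cut at about 54% in these data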;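 note: plate controls were DMSO wells for no effect and 5 µM unlabelled arrestin peptide for full effect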
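System: GST-tagged AP2 beta2-adaptin appendage (R879A) on 4 µm glutathione beads / Reagent: FITC-arrestin peptide, 50 nM / Detection: HyperCyt-sampled flow cytometry, FL1 channel, ex 488/em 535 nm / Timing: 12 min plus 1 h, RT / Buffer or medium: PBS plus Tween 20 (0.05%) and BSA (0.1%)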
SR-BI DiI-HDL act: activators of SR-BI mediated HDL lipid uptake. CHO ldlA[mSR-BI] cells, DiI-HDL uptake fluorescence, 3 h; 100 = double the neutral-control signal. activation, % at 12.5 µM. 320,000 compounds, 0.096% hits;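 active = mean replicate activation of at least 60% and every replicate at or above 60%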;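 note: 0% = median plate neutral-control signal and 100% = twice that signal; values of inactives mirror those of a sister screen read the other way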
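Material: SR-BI-overexpressing, LDLR-lacking CHO cells | Dosing: Single compound concentration, delivered by pin transfer | Probe or stimulus: Labelled HDL, 10 µg/mL | Signal: Bottom-read cell fluorescence after medium removal, ex 550/em 595 nm | Schedule: 3 h, 37 °C | Evaluation: HDL uptake via cellular fluorescence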
PKA-R1A act: activators of PKA-R1A complex; P00514+P68181; PKA-R1A dissociation, Cy5-IP20 fluorescence polarization; scaled: DMSO 0%, 113 µM cGMP 100%; activation, % at 11.4 µM; 340,000 compounds, 0.083% hits; AID 504707;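 active = percent activation above the mean of all tested compounds plus 3 SD, cut at about 19% in these data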;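 note: higher means more PKAc released from R1A so a rise in polarization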
SR-BI DiI inh: blocks mouse SR-BI lipid uptake from DiI-HDL. ldlA[mSR-BI] CHO cells, DiI-HDL uptake fluorescence, 3 h. inhibition, % at 12.5 µM. 320,000 compounds, 0.96% hits. AID 488896;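 active = mean replicate inhibition of at least 70% and a set share of replicates each scoring 70 or more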;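 note: 0% = median of neutral control wells and 100% = median of positive control wells; values of inactives mirror those of a sister screen read the other way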
dFosB activator: enhances mouse delta FosB homodimer DNA binding. P13346. purified delta FosB, TAMRA-CDK5 oligo fluorescence polarization; percent of positive-control signal above neutral wells. activation, % at 25 µM. 340,000 compounds, 0.99% hits. AID 493131;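 active = mean activation above about 17%, with every replicate also reaching it, limit read from the data, passing the limit was not always enough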;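 note: fluorescence polarization rise as delta FosB binds a TAMRA Cdk5 AP-1 oligo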
MITF act: MITF TRPM1 promoter activation in melanoma cells; SK-MEL-5 TRPM1-promoter luciferase, 24 h; % of positive control, neutral wells = 0; activation, % at 12.5 µM; 300,000 compounds, 0.75% hits; AID 588334;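 active = mean activation of at least 80% with every replicate also reaching 80%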;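 note: 0% = neutral control wells and 100% = parthenolide positive control wells; values of inactives mirror those of a sister screen read the other way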
DSG3 Ab inh: inhibitors of pemphigus antibody binding to human desmoglein-3 | AID 588358 | DSG3-coupled beads, scFv-anti-DSG3-GFP binding, flow cytometry; hits give low values | binding (percent of control), % at 10 µM | 310,000 compounds, 0.48% hits;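 active = binding more than 3 SD below its plate's average and above zero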;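 note: hits lower antibody fragment binding to DSG3; some compounds called inactive have numbers as strong as hits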
CDK5 p35 inh: CDK5/p35 (human) kinase inhibition; Q00535+Q15078; 330,000 compounds, 0.01% hits; Recombinant CDK5/p35, ADP-Glo luminescence, 60 min; inhibition, % at 10 µM;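 active = highest replicate inhibition of at least 50% and at least 75% of replicates reaching 50%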;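 note: plate controls were DMSO neutral control for no effect and GW8510 at 10 µM for full effect; many of its hits are not listed in these tables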
Target sequence (Q00535 whole entry, looked up): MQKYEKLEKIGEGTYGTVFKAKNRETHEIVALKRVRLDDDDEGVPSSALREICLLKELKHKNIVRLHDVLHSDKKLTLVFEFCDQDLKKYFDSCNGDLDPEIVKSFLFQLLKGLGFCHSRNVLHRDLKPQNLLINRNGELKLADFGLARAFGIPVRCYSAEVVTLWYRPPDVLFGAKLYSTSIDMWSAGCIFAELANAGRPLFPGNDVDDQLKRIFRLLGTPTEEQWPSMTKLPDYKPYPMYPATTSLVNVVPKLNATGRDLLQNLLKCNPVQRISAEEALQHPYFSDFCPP
Target sequence (Q15078 whole entry, looked up): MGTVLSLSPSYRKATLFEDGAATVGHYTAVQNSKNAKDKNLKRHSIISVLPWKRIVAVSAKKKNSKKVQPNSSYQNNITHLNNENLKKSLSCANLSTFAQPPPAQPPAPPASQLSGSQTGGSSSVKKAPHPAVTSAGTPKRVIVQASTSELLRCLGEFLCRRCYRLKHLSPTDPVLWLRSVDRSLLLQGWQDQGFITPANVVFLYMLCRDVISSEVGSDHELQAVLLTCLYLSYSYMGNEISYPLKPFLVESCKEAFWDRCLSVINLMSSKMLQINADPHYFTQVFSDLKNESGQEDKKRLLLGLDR
Active calls of the source: *; i = inactive; . = no result given; & = joins results of further samples.

item	smiles	PKA-R1A act	SR-BI DiI inh	DSG3 Ab inh	NSD2 inh	SUMO Mot1 rescue	PKA-R2B activ	SR-BI DiI-HDL act	CDK5 p35 inh	Arrestin-AP2 inh	dFosB activator	MITF act
1	C/C(=N\Nc1ccc(Cl)c(C(=O)O)c1)c1ccc2c(c1)OCO2	-1	-31	105	.	0	-10	31	0.4	6	3	61
2	CCOc1ccccc1N1CCN(c2nc3ccccc3nc2C(C#N)C(=O)OC)CC1 (configuration not stated)	-3	75*	96	45	-15	1	-75	-0.6	34	-18	0
3	COc1cc(OC)c(N(C)C(=O)CCNC(=O)Cn2cnc3ccccc3c2=O)cc1Cl	0	-11	79	-11	-1	-2	11	0.5	35	1	-1
4	Cn1nc(OCC(N)=O)ccc1=O	-13	-22	.	-4	-22	-2	22	0.2	4	1	-6
5	COCCN(CCOC)S(=O)(=O)c1ccc(C(=O)Nc2nnc(COC)o2)cc1	-8	-53	84	0	-16	-11	53	1.4	7	5	-8
6	Cc1cccc(NC(=O)C2CCCN(c3nc(C)cc(C)n3)C2)c1 (configuration not stated)	-3	-10	94	0	32	-6	10	-0.4	19	1	5
7	COc1ccccc1N1CCN(C2CCN(C(=O)COc3ccccc3)CC2)CC1	-2	6	105	-2	-25	-10	-6	-0.9	0	-5	-3
8	O=C1c2ccccc2C(=O)N1n1cccc1	5	13	104	0	-9	-11	-13	-1.4	-7	5	-1
9	CC(=O)Nc1ccc(S(=O)(=O)NC(CC(=O)O)c2ccc(OC(C)C)cc2)cc1 (configuration not stated)	-17	-18	96	.	3	5	18	-1.2	-4	1	1
10	O=S(=O)(NCc1ccco1)c1ccc(Cl)s1	-7	13	93	1	0	1	-13	-1.0	-5	2	-2
11	CNC(=O)NC(=O)C(OC(=O)Cc1cccc(C(F)(F)F)c1)c1ccccc1 (configuration not stated)	-19	.	118	-2	i	3	.	2.8	2	-10	15
12	O=C(CSc1nnc2sc3ccccc3n12)c1ccco1	10	-25	100	0	-11	6	25	-0.5	2	-13	37
13	O=C(CSc1nc2ccccc2o1)N/N=C/c1ccc(O)c(O)c1	-5	.	93	116*	-1	-11	.	2.5	9	-4	-8
14	COc1ccc(/C=N/NC(=O)c2ccc(CSc3nncn3C)cc2)cc1OC	0	17	102	2	-9	-4	-17	0.7	35	6	-15
15	N#CC1(c2ccc(NC(=O)c3ccccc3F)cc2)CCCC1	1	23	116	-2	-14	-6	-23	3.4	-2	-11	50
16	CCn1c(C)cc(/C=C2/SC(=S)NC2=O)c1C	-12	-7	100	1	4	-14	7	1.6	4	8	1
17	CCOc1cccc2sc(N(CCCN(C)C)C(=O)c3ccc(S(=O)(=O)N4CCCCCC4)cc3)nc12	-2	23	109	1	-16	-7	-23	0.0	-3	11	-13
18	CN(C(=O)CC1C(=O)NCCN1C/C=C/c1ccccc1)C1CCOCC1 (configuration not stated)	3	-33	96	-3	5	-6	33	0.5	18	-3	-1
19	Oc1ccc(/C=N/Nc2nc(-c3cccnc3)nc3ccccc23)c(O)c1	3	.	78*	-1	-17	-5	.	0.1	8	-6	16
20	CCc1nnc(NC(=O)/C=C/c2ccco2)s1	1	2	99	-1	16	7	-2	0.4	-1	-7	29

Entries listed above printed as active in SR-BI DiI inh:
item	smiles	PKA-R1A act	SR-BI DiI inh	DSG3 Ab inh	NSD2 inh	SUMO Mot1 rescue	PKA-R2B activ	SR-BI DiI-HDL act	CDK5 p35 inh	Arrestin-AP2 inh	dFosB activator	MITF act
2	CCOc1ccccc1N1CCN(c2nc3ccccc3nc2C(C#N)C(=O)OC)CC1 (configuration not stated)	-3	75*	96	45	-15	1	-75	-0.6	34	-18	0

The results go on:
item	smiles	PKA-R1A act	SR-BI DiI inh	DSG3 Ab inh	NSD2 inh	SUMO Mot1 rescue	PKA-R2B activ	SR-BI DiI-HDL act	CDK5 p35 inh	Arrestin-AP2 inh	dFosB activator	MITF act
21	CC(=O)CC(C)(C)S(=O)(=O)c1ccc(Oc2ccc(S(=O)(=O)C(C)(C)CC(C)=O)cc2)cc1	3	-9	100	-1	1	-1	9	0.7	-2	-8	-2
22	Cc1c(C)n(CCC(=O)O)c2ccccc12	-9	1	95	-1	-5	5	-1	1.0	-11	1	-3
23	COCCSc1ccccc1C(=O)NCc1cccnc1	0	-24	103	-4	-1	11	24	-1.0	-4	2	3
24	O=C(CCc1nc2ccccc2[nH]1)NCc1ccc2c(c1)OCO2	5	-5	87	.	-6	0	5	-0.3	4	7	.
25	Cc1cc(C)nc(N2C(=O)CC(Cc3ccc(Cl)cc3)C2=O)n1 (configuration not stated)	1	-11	96	2	72	-2	11	-0.5	36	0	3
26	CCCCCCCCNS(=O)(=O)CCNCc1ccccc1OC	4	-19	101	.	.	-6	19	0.1	8	-4	7
27	Cn1c(NC(=O)Cc2cccc3ccccc23)cc(=O)n(C)c1=O	-14	24	99	.	120	-7	-24	-0.6	16	-4	-3
28	Cc1cccc(N2CCN(C(=O)CSc3ccc4c(c3)OCCO4)CC2)c1C	-2	10	103	0	-6	3	-10	0.0	27	-11	6
29	CCC(C)NC(=O)c1ccccc1-c1ccccc1C(=O)NC(C)CC (configuration not stated)	-8	-5	97	0	-1	-12	5	-2.5	-12	-5	-11
30	COc1ccc([N+](=O)[O-])cc1NC(=O)C1(c2ccccc2)CCOCC1	5	-11	100	-1	81	-10	11	-3.2	13	-11	-16
31	Cc1ccc2[nH]c(CNC(=O)C3CCCCC3)cc2c1	-4	11	115	-1	256	2	-11	-0.4	38	-15	-17
32	COc1ccc(-n2ncc3c(NCC(C)C)ncnc32)cc1	-1	10	89	0	-7	2	-10	0.8	1	-5	0
33	CCOC(=O)c1cn(CC)c2cc(N3CCOCC3)c(F)cc2c1=O	9	-1	.	.	-4	1	1	0.4	-5	-4	-9
34	CC(=O)O[C@]1(C(C)=O)CC[C@H]2[C@@H]3C=C(C)C4=CC(=O)CC[C@]4(C)[C@H]3CC[C@@]21C	2	6&8	92	.	3	7	-6&-8	-1.1	-1	-3	-10
35	CCOC(=O)C1=C(Nc2ccc(C)cc2)CC(C)(O)C(C(=O)OCC)C1c1ccccc1 (configuration not stated)	5	10	101	-9	0	8	-10	-1.4	7	-11	-13
36	O=C(NCCCNC(=O)c1cnccn1)c1ccc(Cl)cc1	5	-16	100	-1	255	3	16	-1.5	17	-1	0
37	O=C(c1ccc2c(c1)OCO2)N1CCN(c2cccc(C(F)(F)F)c2)CC1	15	.	103	-5	11	-13	.	3.5	7	0	2
38	COc1cc(/C=C/C(=O)O)cc(OC)c1	10	-5	101	.	2	3	5	-1.1	-13	-1	-11
39	CC(C)c1ccc(NC(=O)N2CCc3ccccc3C2)cc1	5	22	90	-3	20	-7	-22	0.3	16	-4	52
40	COc1ccccc1N1CCN(C(=O)c2ccc(N(C)S(=O)(=O)c3ccccc3)cc2)CC1	4	31	.	9	-4	1	-31	1.0	22	-6	-12
41	CCOc1ccc(CCNC(=O)COC(=O)CNS(=O)(=O)c2ccc(C)cc2)cc1OCC	3	1	101	11	121	3	-1	0.3	-4	-6	-6
42	O=C(O)c1ccc2c(=O)[nH]c(CN3CCOCC3)nc2c1	7	-36	98	-1	3	-3	36	-1.7	-16	-3	16
43	CCCn1c(SCC(=O)NC2CCCc3ccccc32)n[nH]c1=O (configuration not stated)	-10	12	93	0	-20	-2	-12	0.9	-10	-8	-3
44	CN1C(=O)[C@@H]2[C@H](C1=O)[C@@H]1C(=O)Nc3ccccc3C(=O)N1[C@@H]2c1ccc(F)cc1	-6	-23	109	.	1	-5	23	-2.1	3	0	0
45	N#CC(C#N)=C1NC2(CCCC2)Cc2ccccc21	3	2	117	-1	9	3	-2	-3.4	14	-3	-16
46	C[C@@H]1[C@H]2CCCC[C@H]2CN(C(=O)OC(C)(C)C)[C@@H]1c1cn(Cc2ccccc2)c2ccc(F)cc12	-2	-11	95	.	.	2	11	-2.1	-5	-5	5
47	CN(C)CCC1CCN(c2cc(C#N)c(C#N)cc2[N+](=O)[O-])CC1	-17	2	113	12	0	3	-2	1.4	19	4	7
48	COc1ccc(Cl)cc1S(=O)(=O)NC(C)C(=O)NCCCn1ccnc1 (configuration not stated)	-9	-39	96	-1	-6	-4	39	-0.3	-12	2	0
49	O=C(NCc1nc2ncc(Br)cc2[nH]1)c1ccccc1	0	7	.	-4	0	-3	-7	-1.1	-9	-3	.
50	COc1ccc(N2CCN(CC(O)COC(c3ccccc3)c3ccccc3)CC2)cc1 (configuration not stated)	-2	19	113	23	3	-4	-19	1.3	23	-16	-16
51	COc1ccc2c(c1)O[C@H](c1ccc3c(c1)OCO3)[C@@H](O)C2=O	0	-4	101	.	1	-5	4	-0.3	7	-4	28
52	CCN(CC)C(=O)[C@H]1CC(CC(=O)NCCCOC)C(=O)N2CCc3c([nH]c4ccccc34)[C@]12C (some centres not stated)	-3	1	104	.	-17	-9	-1	-0.4	30	2	8
53	CCOc1ccc(C2/C(=C(\O)c3ccc4c(c3)OCCO4)C(=O)C(=O)N2CCCN2CCOCC2)cc1 (configuration not stated)	-2	-9	100	30	-7	3	9	0.8	-7	-5	-8
54	Cn1c(=O)n(C)c2cc(S(=O)(=O)NCc3ccccc3)ccc21	-12	-9	107	-2	-9	0	9	0.8	-3	1	8
55	Fc1ccc(CNc2nc(-c3ccccc3)nc3ccccc23)cc1	-14	19	106	-19	.	-8	-19	-2.8	-19	-13	-4
56	O=C(COC(=O)/C=C/c1cccs1)Nc1ccccc1Cl	5	-18	102	-1	-11	-6	18	0.1	14	-2	4
57	O=C(Nc1ccccc1N1CCOCC1)c1ccc([N+](=O)[O-])s1	-6	47	97	-2	10	0	-47	-0.2	8	3	-81
58	C=CCn1c(SCC(=O)N2CCN(CCO)CC2)nc2sc3c(c2c1=O)CCC3	9	-43	107	-1	6	6	43	-0.9	25	-2	6
59	CCC(C)c1ccc2oc(-c3ccc(NC(=O)Cn4cnc5c(=O)n(C)c(=O)n(C)c54)cc3)nc2c1 (configuration not stated)	2	-7	98	.	51	1	7	-1.4	6	0	.
60	CCNCc1cc(Cl)c(OCc2ccccc2)c(OCC)c1	-1	4	103	49	7	3	-4	-1.4	35	-6	18

Assay outcomes: PubChem, several laboratories
